HGIII-sPLA2 inh: Blocks human group III sPLA2 activity; Q9NZ20; QFRET BODIPY PC-A2 liposome hydrolysis, fluorescence; inhibition, % at 12.2 µM; hit rate 0.56% among 370,000;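 active = inhibition above mean plus 3 SD of compounds lying within the high and low control bounds, cut at about 19% in these data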;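 also: 0% = median of test compound wells and 100% = no enzyme DMSO wells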
Target sequence (Q9NZ20 whole entry, looked up): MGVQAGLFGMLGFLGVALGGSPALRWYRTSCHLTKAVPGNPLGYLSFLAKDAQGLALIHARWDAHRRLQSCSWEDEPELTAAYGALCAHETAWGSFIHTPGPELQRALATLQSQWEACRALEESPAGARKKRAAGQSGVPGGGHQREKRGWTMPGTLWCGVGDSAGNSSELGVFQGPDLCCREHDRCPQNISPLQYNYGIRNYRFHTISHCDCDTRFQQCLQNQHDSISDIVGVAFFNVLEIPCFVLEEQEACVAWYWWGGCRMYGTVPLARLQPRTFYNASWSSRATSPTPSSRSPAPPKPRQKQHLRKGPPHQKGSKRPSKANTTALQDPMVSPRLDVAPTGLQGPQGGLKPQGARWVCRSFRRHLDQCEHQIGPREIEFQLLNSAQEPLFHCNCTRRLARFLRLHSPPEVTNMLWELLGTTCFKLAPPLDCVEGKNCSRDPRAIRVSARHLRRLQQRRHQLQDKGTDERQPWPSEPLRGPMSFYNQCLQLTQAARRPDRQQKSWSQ
SMARCA2 act: activators of SMARCA2 function; MG213 cells, MMTV-luciferase reporter, dexamethasone, overnight; activation, % at 9.1 µM; hit rate 1% among 370,000; AID 652017; in the data active = activation above about 7.8%;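 also: 0% = vehicle wells and 100% = reference activator wells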
hgDAF-12 ag: agonists of H. glycines DAF-12 nuclear receptor. activation, % at 6.8 µM. hit rate 1.8% among 370,000. HEK293 GAL4-hgDAF12 UAS-luciferase reporter, agonist luminescence; normalized to butyrate control;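 active = activation above a cutoff set at the mean of all screened compounds plus 3 SD, cut at about 10% in these data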;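 also: 0% = DMSO wells and 100% = sodium butyrate wells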
GC-A act: GC-A (human) enzyme activation. hit rate 0.14% among 370,000. P16066. HEK293 GC-A cells, cGMP TR-FRET, EC30 ANP; 0% at EC30 ANP, 100% saturating ANP. activation, % at 10 µM; in the data active = activation above about 40%
FXN GAA850 act: increases GAA850 frataxin promoter reporter activity; hit rate 0.56% among 360,000; HEK293 lucGAA850 FXN promoter luciferase reporter, 24 h; percent of 10 µM SAHA response; activation, % at 6 µM;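 active = activation above the average of all compounds screened plus 3 SD, cutoff fixed separately per campaign, cut at about 7.5% in these data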;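 also: 0% = DMSO wells and 100% = 10 µM SAHA wells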
ssDAF-12 act: S. stercoralis DAF-12 activation, primary screen. HEK293 ssDAF-12/GRIP1 lit1-tk-luc reporter, luminescence; % of 3 µM dafachronic acid response. activation, % at 6.8 µM. hit rate 1% among 370,000. AID 652126;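 active = activation above the mean over all tested compounds plus 3 SD, cut at about 0.9% in these data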;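 also: 0% = DMSO-only wells and 100% = 3 µM delta7-dafachronic acid wells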
ADAM10 inh: inhibitors of human ADAM10; O14672; recombinant ADAM10, EDANS/DABCYL FRET peptide cleavage, 3 h; inhibition, % at 7 µM; hit rate 0.62% among 370,000; AID 720582;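 active = inhibition above a per-campaign cutoff equal to the mean of compounds falling between control-based bounds plus 3 SD, cut at about 20% in these data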;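 also: 0% = DMSO wells while the 100% control is not disclosed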
DAX1 inh-1: inhibits human nuclear receptor DAX1. inhibition, % at 6.75 µM. hit rate 0.99% among 340,000. AID 504766. HEK293 Gal4-DAX1 luciferase reporter, luminescence. P51843;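 active = inhibition above the mean over all tested compounds plus 3 SD, cut at about 4.2% in these data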;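 also: 0% = DAX1-transfected cells with DMSO and 100% = empty-vector control cells with DMSO; inhibition shows as a rise in luminescence from relieved DAX1 repression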
Target sequence (P51843 207-470 limits assumed): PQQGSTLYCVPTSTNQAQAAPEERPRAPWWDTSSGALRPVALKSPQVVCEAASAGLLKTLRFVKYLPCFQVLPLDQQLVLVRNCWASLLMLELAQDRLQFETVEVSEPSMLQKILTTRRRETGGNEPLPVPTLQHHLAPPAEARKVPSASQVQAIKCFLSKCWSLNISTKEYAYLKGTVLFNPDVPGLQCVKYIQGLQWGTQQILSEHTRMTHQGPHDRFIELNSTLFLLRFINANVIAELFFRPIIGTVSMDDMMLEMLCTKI
DAX1 inh-2: DAX1 (NR0B1) inhibition, primary screen. inhibition, % at 6.8 µM. hit rate 1.1% among 370,000. AID 652010. HEK293T StAR-luciferase reporter, SF-1/DAX-1 repression relief;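 active = inhibition above the mean over all tested compounds plus 3 SD, cut at about 3.6% in these data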;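 also: 0% = DAX-1 cells with DMSO and 100% = cells lacking DAX-1 with DMSO; higher inhibition means more luminescence from relief of DAX-1 repression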
hcDAF12 agonist: activates DAF-12 receptor from parasite H. contortus; HEK293 hcDAF-12 lit1-tk-luc reporter, luminescence; 0% DMSO, 100% Δ7-dafachronic acid; activation, % at 6.8 µM; hit rate 1.4% among 370,000; AID 652067;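 active = activation above the mean of all tested compounds plus 3 SD, cut at about 5.5% in these data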;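 also: 100% = response to 3 µM Δ7-dafachronic acid high control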
NPR2 activator: GC-B (human) receptor activation; P20594; HEK293-GC-B cells, CNP EC30, cGMP TR-FRET; 0% at EC30 CNP, 100% saturating CNP; activation, % at 10 µM; hit rate 0.11% among 370,000; AID 1920062;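 active = activation at 10 µM reaching about 35% in either raw or pattern-adjusted values, limit read from the data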
* hit, by the source's call; i = inactive; / = not tested or not shown.

SMILES | HGIII-sPLA2 inh | SMARCA2 act | hgDAF-12 ag | GC-A act | FXN GAA850 act | ssDAF-12 act | ADAM10 inh | DAX1 inh-1 | DAX1 inh-2 | hcDAF12 agonist | NPR2 activator
NC(=O)CSC1=Nc2ccccc2C2=NC(c3ccccc3)C(=O)N12 (centres undefined) | -1 | -1 | 0.8 | 4 | 1.6 | -1.8 | -315 | -0.9 | 0.2 | 0.8 | 8
O=C(NNS(=O)(=O)c1ccc(F)cc1)c1ccc([N+](=O)[O-])cc1Cl | 1 | -1 | 0.2 | 3 | 0.6 | -1.1 | -8 | 0.4 | -0.1 | -0.3 | 6
CC1(C)Cc2c(cnn2-c2cccc(F)c2)C(NC(=O)CCc2cnccn2)C1 (centres undefined) | -1 | 5 | 1.5 | -2 | 1.1 | -0.9 | -3 | 0.6 | -0.6 | -1.1 | 1
CCN(CC)CCCNC(=O)c1cn(C)c(=O)c2c1c1ccccc1n2C | 2 | 1 | -1.9 | -3 | 0.5 | -1.5 | -101 | 0.1 | -0.2 | -1.6 | 4
CCOc1ccc(NC(=O)Cc2c(C(=O)O)n(C)c3ccccc23)cc1 | -14 | -2 | 0.4 | 3 | 2.2 | -0.1 | 3 | -2.1 | -0.1 | -1.4 | 2
CC(=NCCc1c(C)[nH]c2ccc(OCc3ccccc3)cc12)C1=C(O)CC(c2ccccc2)CC1=O (centres undefined) | 2 | -4 | -0.7 | 1 | -1.0 | -0.4 | 6 | -1.1 | -0.2 | -3.2 | 1
O=C(CNC(=O)c1ccc(Br)o1)NNC(=O)c1cccc(Cl)c1 | 3 | -1 | 2.4 | -2 | 1.2 | -0.6 | -6 | -0.5 | -0.3 | 4.0 | -16
NC(=O)c1cnccn1 | -3 | 3 | 1.6 | 4 | -0.8 | -1.1 | 0 | -0.6 | -0.2 | -1.4 | 3
CN(C(=O)c1cncc(Br)c1)c1c(N)n(Cc2ccccc2)c(=O)[nH]c1=O | 4 | -4 | 2.9 | 1 | 0.8 | -0.5 | 82* | -0.2 | 1.5 | 0.8 | 4
COc1ccc(C(=O)NCCS(=O)(=O)NCc2ccccc2OC)cc1 | 4 | 0 | -1.4 | 2 | 1.5 | 0.1 | -1 | -1.2 | 0.1 | 1.0 | 0
Nc1[nH]c(=O)ncc1F | -3 | -4 | 0.5 | -1 | 0.6 | -1.3 | 1 | -0.2 | -0.3 | -1.7 | -2
CCOC(=O)NC(Nc1sc2c(c1C(=O)OC)CCN(C)C2)(C(F)(F)F)C(F)(F)F | -5 | -1 | -0.8 | 3 | -0.8 | -1.1 | -50 | 1.1 | -0.2 | -0.5 | 13
O=C(COc1ccccc1[N+](=O)[O-])N1CCN(C(=O)c2ccco2)CC1 | 3 | 2 | -2.0 | 3 | 0.2 | -0.7 | 6 | 0.4 | 0.0 | 0.7 | 1
COC(=O)c1ccc(Oc2c(C(F)(F)F)oc3c(CN4CCN(C)CC4)c(O)ccc3c2=O)cc1 | -1 | 0 | -0.1 | 8 | 1.1 | -1.0 | -14 | 0.8 | 0.4 | -0.6 | 5
Cc1cc(C)c2c(CN3CCN(c4ccccc4F)CC3)cc(=O)oc2c1 | 4 | -1 | -0.5 | 1 | / | -1.2 | -10 | / | -0.1 | -0.1 | 3
O=C(CCCC(=O)N(CC(=O)NC1CCCC1)Cc1ccccc1)Nc1ccccn1 | 1 | 0 | 0.3 | 0 | -1.9 | -1.2 | 3 | -1.2 | 1.0 | -0.4 | 10
COC(=O)c1sccc1NC(=O)CN(C)NS(=O)(=O)c1ccc([N+](=O)[O-])cc1 | -5 | 7 | -1.5 | 1 | -0.4 | -0.7 | -2 | -0.5 | -1.1 | -1.4 | -2
O=C(CSc1nncc(=O)[nH]1)Nc1cccc([N+](=O)[O-])c1 | -5 | 0 | -0.2 | -4 | -0.4 | -1.1 | 4 | -0.9 | -3.8 | 0.7 | 0
O=C(NCC(=O)N1CCN(Cc2c(F)cccc2Cl)CC1)c1cccs1 | 11 | -6 | -0.6 | 2 | -1.1 | -1.4 | 3 | 0.2 | -0.9 | -1.1 | 2
CCc1nc2ccc(C(=O)N(C)Cc3ccccc3)cn2c1N(CC)CCN(C)C | 0 | -5 | 1.4 | 1 | 0.3 | -0.4 | -26 | / | 1.2 | -1.6 | -1
Cc1cccc(NC(=O)C2CCCC2)c1 | -2 | -3 | 0.0 | 7 | 0.8 | -1.6 | -13 | 1.9 | 0.0 | 1.4 | 5
COc1ccc(Cn2nnnc2C(c2cc3ccc(OC)cc3[nH]c2=O)N2CCCCCC2)cc1 (centres undefined) | -3 | -3 | -0.2 | -1 | 0.7 | -0.7 | -98 | 0.6 | 0.6 | 1.6 | -2
O=C(NN=C1CCCCCC1)c1cccs1 | 2 | 3 | 25* | 2 | 2.1 | 0.8 | -5 | 2.6 | 13* | 8.0* | 0
CN(C)c1ccnc(-n2cccc2/C=N/OCc2cccc(F)c2)c1C#N | -10 | 0 | -0.9 | -4 | 1.3 | -1.3 | 3 | 0.3 | 0.4 | -1.7 | 3
CSc1ccc(/C=N\NC(=O)CNc2ccc(C)cc2)cc1 | 12 | 0 | 1.1 | 5 | 0.9 | -1.9 | 7 | 1.0 | 0.3 | 3.1 | -1
CC(C)NC(=O)N(C)C[C@H]1Oc2ccc(NS(=O)(=O)c3cn(C)cn3)cc2C(=O)N([C@H](C)CO)C[C@@H]1C | 5 | 1 | -0.8 | 1 | 0.4 | -1.2 | 2 | -0.4 | 0.4 | -1.1 | 1
CC(=O)N1c2ccc(S(=O)(=O)NCCC(=O)Nc3ccccc3C)cc2CC1C (centres undefined) | 6 | -2 | 3.6 | 1 | 3.2 | -1.0 | -7 | -0.3 | 0.2 | -1.1 | 2
O=c1c2cc3cccnc3nc2ncn1Cc1cccs1 | 4 | 0 | 0.0 | -5 | / | -1.2 | -126 | / | 1.3 | 2.1 | -5
CC(C)[C@H](NC(N)=O)C(=O)Nc1ccc2c(c1)CCC2 | 5 | -2 | -0.7 | 2 | 0.0 | -0.7 | -5 | 0.6 | -0.5 | -0.2 | 5
COc1ccc(C2NC(=O)NC(O)(C(F)(F)F)C2C(=O)c2ccccc2)cc1OC (centres undefined) | -1 | 0 | 2.6 | -9 | -0.2 | -1.7 | 0 | -0.1 | 0.2 | 0.5 | -6
CCOC(=O)c1sc(S(C)(=O)=O)c2c1CCc1conc1-2 | -3 | -4 | 0.0 | 2 | -0.1 | -0.4 | -28 | / | -0.1 | -1.1 | -3
CS(=O)(=O)N1N=C(c2ccc(Cl)cc2)CC1c1cccs1 (centres undefined) | -1 | 6 | 3.6 | -1 | 2.8 | -1.3 | 1 | 0.6 | 0.0 | 0.5 | -4
O=C(CNC(=O)c1ccc(Cl)cc1Cl)NCc1ccccn1 | 9 | -4 | -1.2 | 2 | 0.4 | -1.6 | -10 | 0.3 | 0.1 | -1.7 | -5
COc1ccccc1-c1sc2cc3c(cc2c1-c1ccc2c(c1)OCO2)OCO3 | 6 | 2 | 4.2 | 0 | 5.4 | -0.5 | -11 | 1.5 | 0.4 | 4.7 | -3
Cc1ccnn1CC(=O)N/N=C/c1cccs1 | -5 | -2 | 2.5 | 4 | 1.4 | -0.6 | 8 | -0.6 | 0.2 | -2.0 | -10
CC(=O)NC(CCS(C)(=O)=O)C(=O)Nc1nccs1 (centres undefined) | 7 | -1 | 0.8 | -2 | -1.2 | -0.5 | 4 | 1.6 | 0.0 | -0.5 | -3
CCc1c(C2(O)CCCCC2)[nH]c2c(C(=O)OC)cc(Cl)cc12 | -2 | 1 | 2.9 | -4 | 2.1 | -1.4 | -55 | 1.1 | 0.1 | -0.1 | -1
CCCCn1nnc(NC(=O)c2cc3ccccc3o2)n1 | -2 | 4 | 6.4 | -3 | 8.4* | -0.3 | -2 | 1.4 | 0.6 | 1.6 | -4
Cc1csc(NC(=O)C2CC(=O)N(c3ccc4c(c3)OCCO4)C2)n1 (centres undefined) | -2 | -1 | 0.7 | -3 | -0.3 | -0.7 | 3 | 0.0 | 0.9 | -0.8 | 2
COc1ccccc1C(=O)NC1CCN(C(=O)Nc2ccc(C)cc2)CC1 | -1 | -2 | -1.9 | 0 | -0.4 | -0.5 | 5 | -1.2 | 0.3 | -2.5 | 2

Entries of single compounds as entered above. Order of values: HGIII-sPLA2 inh | SMARCA2 act | hgDAF-12 ag | GC-A act | FXN GAA850 act | ssDAF-12 act | ADAM10 inh | DAX1 inh-1 | DAX1 inh-2 | hcDAF12 agonist | NPR2 activator
CCCCn1nnc(NC(=O)c2cc3ccccc3o2)n1 in the list: -2 | 4 | 6.4 | -3 | 8.4* | -0.3 | -2 | 1.4 | 0.6 | 1.6 | -4
Cc1csc(NC(=O)C2CC(=O)N(c3ccc4c(c3)OCCO4)C2)n1 (centres undefined) in the list: -2 | -1 | 0.7 | -3 | -0.3 | -0.7 | 3 | 0.0 | 0.9 | -0.8 | 2

With a hit mark in hcDAF12 agonist, among the entries above:
Molecule,HGIII-sPLA2 inh,SMARCA2 act,GC-A act,ssDAF-12 act,ADAM10 inh,DAX1 inh-1,DAX1 inh-2,hcDAF12 agonist,NPR2 activator
O=C(NN=C1CCCCCC1)c1cccs1,2,3,2,0.8,-5,2.6,13*,8.0*,0

Carrying on:
SMILES | HGIII-sPLA2 inh | SMARCA2 act | hgDAF-12 ag | GC-A act | FXN GAA850 act | ssDAF-12 act | ADAM10 inh | DAX1 inh-1 | DAX1 inh-2 | hcDAF12 agonist | NPR2 activator
FC(F)(F)c1cnc(N/N=C/c2ccncc2)c(Cl)c1 | 2 | 1 | -2.5 | 1 | 2.0 | -0.9 | -8 | -1.3 | -0.4 | 1.2 | -2
CCOC(=O)/C=C1\NC(=O)CS1 | -3 | 0 | 1.4 | -2 | -1.2 | -1.1 | 4 | 0.5 | 0.3 | -1.8 | 4
O=C1CC(c2ccccc2)CC2=C1C=Nc1ccccc1N2 (centres undefined) | -3 | -2 | -7.3 | -6 | -3.0 | -2.5 | -10 | -0.8 | -1.1 | -2.9 | -6
COc1ccc(/C=C2\SC(=S)N(CC(=O)NC3CCS(=O)(=O)C3)C2=O)cc1 (centres undefined) | 0 | -2 | 1.1 | 3 | -1.1 | -0.9 | 1 | 0.8 | 0.1 | 3.5 | -3
N#CCCN(C(=O)COC(=O)c1cc(S(=O)(=O)N2CCOCC2)ccc1Cl)c1ccc(F)cc1 | -1 | 0 | 1.7 | 4 | 0.1 | -0.8 | -6 | 0.2 | 0.9 | 0.5 | -3
O=C1CNC(=O)/C1=C/c1ccc(Br)cc1 | -5 | -1 | -1.1 | 7 | -0.6 | -1.1 | -2 | 2.0 | 0.0 | 1.1 | 13
CC1CCCCC1NC(=O)c1cc2c(=O)n3ccccc3nc2n1C (centres undefined) | 9 | -3 | -0.3 | 13 | 1.5 | -1.1 | i | 2.0 | -1.1 | -1.4 | 0
NS(=O)(=O)c1ccc(CCNC(=O)c2ccc(-c3ccccc3)cc2)cc1 | 7 | -2 | -0.6 | -2 | 0.2 | -1.8 | -7 | -2.0 | 0.3 | -0.2 | 2
C=CCn1c(Cc2ccc(OC)cc2)nnc1SCC(N)=O | -1 | -2 | -0.9 | 2 | 1.0 | -0.5 | -1 | -0.7 | -0.6 | -1.3 | -1

Screens: PubChem, several laboratories
